Screening data: PubChem, National Center for Advancing Translational Sciences (NCATS)
ERG Ets-DNA blk: inhibitors of human ERG Ets domain-DNA interaction; P11308; fluorescence polarization, His-ERG Ets domain / labelled DNA; Potency, µM (top dose mostly 76.9 µM), for inactives: at the highest dose FP activity, negative = inhibition, actives largely listed as inhibitors; actives 0.028% (n = 370,000); active = well fitted inhibition curve with a large enough effect in the polarisation, with a control signal flat; inconclusive = small, poorly fitted or top-dose-only effect, or effect the other way, or a change in a side signal; inactive = no such curve, though single readings can be large or run the other way; the % refers to the polarisation;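 also: polarization taken with two DNA probes labelled with fluorescein and Texas red; potency is read from the fitted curve at half-maximal effect; % of control where 0% means no effect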
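His-tagged ERG Ets domain (1 uM in the protein solution; 300mM KCl, 50mM Tris-HCl, 1mM EDTA, 1mM DTT, pH 7.5) received compound, then a probe mix of 5 nM fluorescein-DNA and 100nM Texas-615-DNA. Fluorescence polarization was read for both dyes.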
POLK inh: blocks human DNA polymerase kappa activity. Q9UBT6. purified Pol kappa, fluorescent DNA synthesis assay, 10 min. Potency, µM (series often up to 107 µM), for the others: at the highest dose activity, negative = inhibition, most hits filed as inhibitors. actives 0.53% (n = 400,000). AID 588579; also: potency is read from the fitted curve at half-maximal effect; % is scaled to controls: 0 for no effect and ±100 for the full control effect
Target sequence (Q9UBT6 whole entry, looked up): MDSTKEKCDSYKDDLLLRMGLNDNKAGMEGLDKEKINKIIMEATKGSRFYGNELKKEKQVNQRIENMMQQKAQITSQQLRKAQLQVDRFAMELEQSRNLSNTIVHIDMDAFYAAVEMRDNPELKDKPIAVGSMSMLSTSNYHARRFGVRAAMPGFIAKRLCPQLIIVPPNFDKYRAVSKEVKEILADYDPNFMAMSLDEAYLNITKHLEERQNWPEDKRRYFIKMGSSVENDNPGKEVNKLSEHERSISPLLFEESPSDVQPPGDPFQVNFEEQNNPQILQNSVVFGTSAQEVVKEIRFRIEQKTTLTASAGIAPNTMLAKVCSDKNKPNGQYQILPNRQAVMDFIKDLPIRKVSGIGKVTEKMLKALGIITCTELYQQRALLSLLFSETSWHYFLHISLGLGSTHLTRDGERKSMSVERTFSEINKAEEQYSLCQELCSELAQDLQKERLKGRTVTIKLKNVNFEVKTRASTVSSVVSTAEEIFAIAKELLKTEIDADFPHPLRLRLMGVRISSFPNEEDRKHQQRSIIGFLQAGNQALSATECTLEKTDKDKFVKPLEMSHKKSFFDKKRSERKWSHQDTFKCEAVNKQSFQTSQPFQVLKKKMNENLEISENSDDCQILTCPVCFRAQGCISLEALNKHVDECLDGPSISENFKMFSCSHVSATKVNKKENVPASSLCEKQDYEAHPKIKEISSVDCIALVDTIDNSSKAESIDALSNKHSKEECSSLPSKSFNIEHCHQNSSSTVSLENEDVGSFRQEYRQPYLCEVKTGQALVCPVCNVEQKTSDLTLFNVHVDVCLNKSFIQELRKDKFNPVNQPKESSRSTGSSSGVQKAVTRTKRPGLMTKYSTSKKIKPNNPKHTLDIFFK
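Enzyme at 10 nM met test compounds for 15 min at room temperature. Substrate addition (50 nM final) began the reaction, which was monitored by fluorescence at 0 and 10 min.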
POLB inh: inhibitors of human DNA polymerase beta; P06746; Pol beta primer extension/strand displacement, fluorescence kinetic; Potency, µM (top dose mostly 114 µM), for inactives: at the highest dose activity change, negative = inhibition, usual class: inhibitors; actives 1.3% (n = 340,000); AID 485314; also: potency is read from the fitted curve at half-maximal effect; % is scaled to controls: 0 for no effect and ±100 for the full control effect
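Pol beta (10 nM) was preincubated with compound for 15 min at room temperature. The reaction was then started with 50 nM substrate and read immediately and after a further 10 min at room temperature.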
POLH inh: inhibitors of human DNA polymerase eta | Q9Y253 | recombinant Pol eta, fluorescent DNA replication assay | Potency, µM (titrated, usually from 114 µM), for the others: at the highest dose activity change, negative = inhibition, actives largely listed as inhibitors | actives 1.2% (n = 390,000) | AID 588591; also: potency is read from the fitted curve at half-maximal effect; % is scaled to controls: 0 for no effect and ±100 for the full control effect
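Pol eta (10 nM) was preincubated with compounds for 15 min at room temperature, after which fluorescent replication substrate (50 nM final) was added to start the reaction. Fluorescence was read kinetically at 0 and 10 min.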
Anesthetic bind: binds horse apoferritin like a general anesthetic; apoferritin/1-aminoanthracene competitive binding, fluorescence; Potency, µM (titrated, usually from 77.5 µM), for the others: at the top dose activity change, negative = displacement, actives largely listed as inhibitors; P02791; actives 0.074% (n = 350,000); AID 485281; also: potency is read from the fitted curve at half-maximal effect; % is scaled to controls: 0 for no effect and ±100 for the full control effect; nearly all actives have a fitted effect of over 20% in size
Target sequence (P02791 2-175 limits assumed): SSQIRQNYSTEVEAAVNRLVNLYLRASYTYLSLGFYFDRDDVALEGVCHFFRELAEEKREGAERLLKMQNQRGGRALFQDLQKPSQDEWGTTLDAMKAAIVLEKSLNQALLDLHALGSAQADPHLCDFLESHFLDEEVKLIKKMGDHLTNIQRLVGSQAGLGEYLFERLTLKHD
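Probe: 1-aminoanthracene (50% saturated, PBS). Protein: horse-spleen apoferritin, 10 uM. Incubation: 10 min, room temperature. Detection: 380 nm excitation, 535 nm emission. Analysis: normalized response, four-parameter Hill.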
ALOX12 inh: blocks human arachidonate 12S-lipoxygenase. purified 12hLO, xylenol orange hydroperoxide absorbance. Potency, µM (series often up to 108 µM), without a hit: at the top dose activity change, negative = inhibition, usual class: inhibitors. actives 1.1% (n = 580,000). AID 1671190; also: potency is read from the fitted curve at half-maximal effect; % is scaled to controls: 0 for no effect and ±100 for the full control effect
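Purified human 12hLO (150 nM final) in 25 mM Hepes, 0.01% Triton X-100, pH 7.0 was preincubated 15 min at room temperature with compound. Then 40 uM arachidonic acid was added, 30 min. Hydroperoxide was read by Fe-XO absorbance ratio 573/405 nm.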
RGS4 inh: human RGS4 inhibition | P49798 | Transcreener GDP fluorescence polarization, RGS4-accelerated GTP hydrolysis | Potency, µM (top dose mostly 114 µM), inactives show top-dose activity change, negative = inhibition, most hits filed as inhibitors | actives 0.039% (n = 390,000); also: potency is read from the fitted curve at half-maximal effect; % is scaled to controls: 0 for no effect and ±100 for the full control effect; nearly all actives have a fitted effect of over 75% in size; some results filed as inactive show a strong effect at the top dose
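MLSMR compounds (23 nl, pin-transferred) preincubated 10 min at room temperature with a 500nM (2x) first reagent, then RGS4 at 900nM (2x) plus Transcreener GDP mix added; fluorescence polarization (620/688 nm) read before and after 90 min at 30 °C.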
LDHA block: inhibitors of human lactate dehydrogenase A. actives 0.15% (n = 480,000). P00338. activity change, % (values are at about 110 or 230 µM). purified LDHA, NADH/diaphorase-resazurin fluorescence; active compounds read low. AID 1347041; in the data active = activity change below about -30%; inconclusive = mostly about -25% to -30%;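 also: plate controls were DMSO wells for no effect and wells without enzyme for full effect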
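Enzyme activity of human lactate dehydrogenase 5 (2 nM; 0.06 mM NADH, 0.2 mM pyruvate, 5 min, RT) is measured via a resazurin/diaphorase fluorescence readout of residual NADH.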
APE1 inh: APE1 (human) endonuclease inhibition; P27695; recombinant APE1, TAMRA/BHQ-2 abasic DNA cleavage fluorescence; Potency, µM (series often up to 65.8 µM), without a hit: at the highest dose activity change, negative = inhibition, hits mostly inhibitors; actives 0.35% (n = 350,000); AID 2517;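 also: potency is read from the fitted curve at half-maximal effect; plate controls were vehicle for no effect and reference inhibitor for full effect; nearly all actives have a fitted effect of over 55% in size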
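0.75 nM APE1 + cpd, 15 min RT; start w/ 50 nM TAMRA/BHQ-2 THF-abasic dsDNA; kinetic fluor 525/598 nm ×3 reads @60 s; Δ(read3−read1); normalized to DMSO and NSC13755 control wells.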
Active calls of the source: *; i = inactive; ? = inconclusive; / = no result given; & = joins results of further samples; [ ] = another dose, or the depositor's remark. Unless noted, calls follow the shape of the dose curve; as a rule, active = well fitted curve in the direction sought with a large enough effect; inconclusive = small, poorly fitted or top-dose-only effect, or another doubt; inactive = no such curve, though single readings can be large; an effect the other way counts as inactive or inconclusive. Not all compounds are listed; rates above refer to the full screens.

Each structure is followed by: ERG Ets-DNA blk	POLK inh	POLB inh	POLH inh	Anesthetic bind	ALOX12 inh	RGS4 inh	LDHA block	APE1 inh
[1] Cc1nn(Cc2ccc(Cl)cc2)c(C)c1NC(=O)CCCn1nc(C)c([N+](=O)[O-])c1C
→ 14%	-4%	1%	-9%	-5%	1%	14%	-4	8%
[2] CC(C)c1ccc(NC(=O)c2ccc(Cn3nc(N4CCN(c5ccccc5)CC4)ccc3=O)o2)cc1
→ -2%	0%	?	-5%	-21%	?	-2%	-3	/
[3] O=C(COc1ccc(S(=O)(=O)NC2CCCCC2)cc1)NCC1CCCO1 (stereo not given)
→ /	-7%	3%	5%	-3%	-7%	12%	0	-2%
[4] COc1ccccc1CNC(=O)c1cccnc1
→ -5%	-10%	31%	4%	-2%	4%	18%	-7	23%
[5] Cc1ccc(C)c(S(=O)(=O)Nc2ccc3sc(C)nc3c2)c1
→ -2%	-5%	1%	-12%	-2%	?	6%	0&-4	-3%
[6] Oc1ccc2ccccc2c1/C=N/Nc1nnc(-c2ncc[nH]2)c2ccccc12
→ 4%	-8%	0%	-11%	-2%	?	-30%	10	-1%
[7] CC(C)(C)c1ccc(S(=O)(=O)N2CCN(CC(=O)N3CC(=O)Nc4ccccc43)CC2)cc1
→ 9%	-20%	/	-19%	/	-14%	16%	-4	-10%
[8] CCOc1ccc(C(C)(C)C)cc1S(=O)(=O)N1CC(C)OC(C)C1 (stereo not given)
→ 7%	-11%	-4%	?	-12%	-20%	-17%	2	1%
[9] Cc1cccc(OC(C)C(=O)OCC(=O)N2CCN(c3ccccc3)CC2)c1 (stereo not given)
→ 5%	-12%	/	-2%	/	0%	-7%	-6	-5%
[10] Cc1cc2nc(Sc3c([N+](=O)[O-])nc(C)n3Cc3ccccc3)[nH]c2cc1C
→ -15%	-20%	3%	-19%	-17%	-18%	-24%	1	3%
[11] Cc1ccc(NC(=O)CSc2nnc(-c3ccoc3C)n2CCCN(C)C)cc1Cl
→ 5%	-3%	5%	-9%	-5%	8%	-2%	-7	3%
[12] Cc1ccccc1-c1oc(C)c(C)[n+]1[O-]
→ -2%	-18%	-11%	-1%	-2%	-8%	17%	-5	1%
[13] CCCCNC(=O)COC(=O)c1ccc(F)cc1Cl
→ 1%	-8%	4%	-4%	-1%	-1%	15%	-3	-1%
[14] C=CCn1c(SCC(=O)Nc2cccc(S(=O)(=O)N(C)c3ccccc3)c2)nnc1C1CC1
→ 3%	-4%	/	-3%	/	14%	-6%	-4	10%
[15] O=C(CC1OC(=O)c2ccccc21)Nc1ccc(Cl)c(S(=O)(=O)N2CCCCC2)c1 (stereo not given)
→ 19%	-7%	/	-4%	/	-23%	0%	0	1%
[16] COc1ccc(N2C(=O)C(Cl)=C(N(CCO)Cc3ccccc3)C2=O)cc1
→ -1%	-6%	15%	-19%	?	?	-6%	-3	0%
[17] COc1ccc(C(=O)N/N=C/c2c(C)nn(-c3ccccc3)c2OC)cc1
→ -11%	-2%	/	-24%	/	27%	-13%	1	/
[18] CNC(=O)c1cc(Cl)c(OC)c(OC)c1
→ -6%	-9%	2%	-9%	-1%	?	-31%	-9	24%
[19] CCCn1c(=O)c2c(ncn2C)n(CCC)c1=O
→ -2%	-13%[60.1 µM]	15%[57.1 µM]	-20%	/	-32%&-6%	18%[56.9 µM]	-9	35%&8%&3%
[20] COc1ccc(S(=O)(=O)NC2CC2)cc1-n1cnnn1
→ -6%	-1%	32%	-6%	0%	3%	-25%	-1	13%
[21] Cc1nc2ccccc2c(=O)n1NC(=O)c1c(F)cccc1F
→ 2%	-7%	-7%	8%	9%	0%	5%	-1	62%[activator]
[22] Cc1cccc(N2CCN(Cc3nc(-c4ccccc4Cl)oc3C)CC2)n1
→ -2%	-5%	-1%	-13%	-11%	-9%	10%	5	-5%
[23] COc1cc(SC)ccc1C(=O)Nc1ccc(S(=O)(=O)N2CCCC2)cc1
→ -8%	0%	36%	3%	-5%	150%[activator]	11%	-8	18%
[24] COc1ccc(C(=O)Nc2ccc3nc(N4CCN(C)CC4)cc(C)c3c2)c(OC)c1
→ 10%	-13%	?	-17%	0%	2%	-49%	-4	-11%
[25] CCCc1[nH]c(=O)c(C#N)c2c1COC(C)(C)C2
→ -2%	0%	2%	-5%	-11%	-11%	-15%	-3	2%
[26] CC(C)OCCCNC(=O)c1ccc(NS(C)(=O)=O)cc1
→ -4%	-3%	0%	-14%	-4%	11%	-7%	-8	-1%
[27] CCc1cc(C(=O)N2CCN(S(=O)(=O)c3ccc(Cl)cc3)CC2)sc1C
→ 8%	-12%	/	-20%	/	-20%	9%	-8	-8%
[28] CC(C)CN(C(=O)c1ccc(S(=O)(=O)N2CCOCC2)cc1)C1CCS(=O)(=O)C1 (stereo not given)
→ 5%	8%	/	-12%	/	10%	-22%	1	7%
[29] COc1cccc(N(CC(=O)N2CCN(c3ccccc3OC)CC2)S(C)(=O)=O)c1
→ 2%	-2%	2%	-7%	-9%	?	-14%	-2	-3%
[30] O=C(COc1cccc2c1CCNC2=O)Nc1ccc(Cl)cc1
→ -20%	-2%	/	-5%	/	-3%	-21%	-3	21%
[31] O=C(O)/C=C/c1ccc(-n2ccnc2)cc1
→ -7%	16%	-24%	15%	-10%	-3%	0%[11.4 µM]	-3	1%
[32] CCCOC1CCCN(Cc2nc(-c3ccc(C(=O)OC)cc3)no2)C1 (stereo not given)
→ -7%	9%	-3%	-21%	-13%	13%	-12%[56.9 µM]	-1	-2%
[33] O=C(C(Cc1ccccc1)N1C(=O)C2C3CCC(C3)C2C1=O)N1CCCCC1 (stereo not given)
→ 6%	0%	36%	-15%	-6%	7%	10%	-12	-3%
[34] C=CCNC(=O)C(=O)NCCCN1CCOCC1
→ -5%	-2%	-23%	-13%	-1%	-2%	-13%	-3	0%
[35] COc1ccc(-c2nc(C#N)c(N3CCCCC3)o2)cc1
→ 3%	-8%	6%	-17%	22%	8%	16%	-5	-15%
[36] O=C(N=c1ccn(-c2nc3ccccc3nc2NS(=O)(=O)c2ccc(Cl)cc2)cc1)c1cccs1
→ 14%	2%	8%	5%	2%	-3%	-10%[11.4 µM]	-3	-9%
[37] O=C(CN1C(=O)NC2(CCCC2)C1=O)Nc1cccc(Cl)c1Cl
→ 20%	2%	37%	2%	8%	-5%	6%	-7	-5%
[38] Cc1ccc(NC(NC(=O)c2cccnc2)C(Cl)(Cl)Cl)cc1 (stereo not given)
→ 6%	-8%	12%	-8%	4%	-17%	?	-5	-3%
[39] CC1CCN(S(=O)(=O)c2ccc3c(c2)N(CC(=O)NC(C)C)C(=O)CO3)CC1
→ -1%	-6%[60.1 µM]	-11%	-18%	-5%	-2%	2%	-2	/
[40] COc1ccnc(N2CCN(c3ccc(Cl)cc3)CC2)c1C#N
→ 0%	-7%	6%	-17%	-12%	-10%[57.4 µM]	-1%	-5	0%
[41] CCOC(=O)Cc1c(C)c2c(C)nn(-c3ccccc3)c2oc1=O
→ -4%	-8%	2%	5%	2%	-22%	-11%	-4	-4%
[42] Cc1ccc(C(=O)N(CCCN(C)C)c2nc3ccc(Cl)cc3s2)cc1C
→ -9%	-7%	2%	-22%	-23%	?	-11%	7	0%
[43] CC1=Nc2cc(C(=O)NC3CCCC3)ccc2Sc2ccc(Cl)cc21
→ -11%	-14%[60.1 µM]	-16%	6%	-10%	-26%	-11%	0	/
[44] COc1ccc(N(CC(=O)NCCc2ccc(OC)c(OC)c2)S(=O)(=O)c2c(C)noc2C)cc1
→ 0%	4%	2%	-22%	-6%	-6%	-4%	0	17%
[45] O=C(c1ccc(S(=O)(=O)N2CCCC2)cc1)N1CCN(c2ccccc2)CC1
→ -6%	-7%	32%	-8%	-4%	-3%	-16%	-3	2%
[46] COc1ccc(N2CCN(C(=O)c3ccc(CS(=O)(=O)c4ccc(Br)cc4)o3)CC2)cc1
→ 2%&-1%	-3%&-25%	-20%&-25%	-10%&-6%	5%&-4%	22%&-23%	-14%[56.9 µM]	-1&-6	29%
[47] O=C1C=C(Nc2ccc(O)cc2)CC(c2ccco2)C1 (stereo not given)
→ -3%	-3%	-21%	?	-12%	-13%	-30%	4	-1%
[48] Cn1c(=O)cc(OCCCC(=O)N2CCN(c3ccccn3)CC2)c2ccccc21
→ 3%	-11%	1%	1%	-9%	-19%	-1%	0	-10%
[49] CSc1ccc(S(=O)(=O)Nc2ccc3c4c(cccc24)CC3)cc1
→ -9%	-11%	2%	-3%	?	-1%	-6%	8	15%
[50] COc1ccc(OC)c(/C=N\NC(=O)c2ccc(COc3ccc(C)cc3[N+](=O)[O-])o2)c1
→ 4%	3%	/	-18%	/	7%	-27%	2	/
[51] O=c1cc(CSc2nnc(Nc3ccccc3)s2)nc2sccn12
→ 1%	-20%	?	?	-12%	38%[activator]	-29%	0	-2%
[52] Cc1cc([N+](=O)[O-])ccc1-c1ccc(C2Nc3ccccc3C(=O)N2O)o1 (stereo not given)
→ 0%	-18%	16%	-19%	?	?	22%	-6	13%
[53] COc1cc(NC(=O)c2ccc(C(=O)c3ccccc3)cc2)cc(OC)c1OC
→ 3%	-2%	7%	-13%	-5%	i	-2%	-2	-1%
[54] N#Cc1c(-c2ccc(F)cc2)nc2n(c1=O)CCS2
→ 2%	-3%	6%	7%	-12%	-19%	11%	-7	1%
